Akt phos inh = HTS Assay for Inhibitors of Akt Phophorylation: Primary Screen; Neuro2A IGF-stimulated pAkt S473 HTRF, 20 min; hits give low values; AID 651550, 2012; activity change, % for hits at 50 µM; 360,000 tested, 0.32% active; in the data active means activity change below about -80%; inconclusive means mostly about -51% to -80%; further: on the % scale 0 is the no-effect control and ±100 the full control effect
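Neuro2A cells (4,500/well, DMEM with 0.5% FBS) were treated with compound at a single 50 µM final concentration, stimulated with 6 nM IGF for 20 min at 37 °C, and lysed. Phospho-Akt Ser473 was read by HTRF as 665/615 ratio ×10^4.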
Abeta yeast res = qHTS for compounds that reverse cellular toxicity of Amyloid beta (A-beta) peptide in yeast: Primary Screen | yeast expressing A-beta42, growth rescue, OD600, 48 h; response scale: 0% DMSO, 100% iron-clioquinol control | Potency, µM (highest dose often 46.1 µM), inactives show at the highest dose growth rescue, hits mostly activators | 410,000 tested, 0.063% active | AID 1347071, 2019; further: potency means the concentration at half of the fitted maximal effect; nearly all actives have a fitted effect of over 55% in size
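Growth rescue measured by 600 nm absorbance after 48 h yeast culture at 30 C with compound. Values normalized between DMSO and an equimolar ferric chloride plus clioquinol control.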
HepG2 tox = qHTS for Inhibitors of TGF-b: Cytotox Counterscreen | Potency, µM (top dose mostly 46.1 µM), without a hit: top-dose activity change, negative = cytotoxicity, actives largely listed as cytotoxic | HepG2 CAGA-GFP viability, ATP luminescence, 18 h | 410,000 tested, 0.76% active; further: potency means the concentration at half of the fitted maximal effect; some results filed as inactive show a strong effect at the top dose
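CellTiter-Glo luminescence gave cytotoxicity after 18 hours at 37 degrees C. The cells were HepG2 CAGA-GFP in 1% FBS DMEM, stimulated with 500 pg/mL TGF-beta after compound addition. %Activity was normalised to no-cell wells (complete cell-killing) and DMSO (no toxicity), and curves were fitted and classified.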
MmCpn inh = Inhibitors of TCP-1 ring complex (TRiC) of Methanococcus maripaludis (MmCpn): qHTS | Chaperonin Mm-Cpn (Methanococcus maripaludis) | purified Mm-Cpn ATPase, ADP Transcreener TR-FRET | Potency, µM (top dose mostly 76.9 µM), inactives show top-dose activity, negative = inhibition, actives largely listed as inhibitors | 330,000 tested, 0.031% active; further: potency means the concentration at half of the fitted maximal effect; on the % scale 0 is the no-effect control and ±100 the full control effect; nearly all actives have a fitted effect of over 80% in size
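Compound-treated chaperonin, 25 nM final, turns over 10 uM ATP at 37°C for 30 min following a 10 min preincubation; ADP generated competes with ADP-d2 for Eu-cryptate antibody, lowering FRET.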
A549 viability = Nrf2 qHTS screen for inhibitors: counterscreen for cytotoxicity; A549 ARE-Fluc cells, CellTiter-Fluor viability, 18-24 h; Potency, µM (highest dose often 46 µM), for inactives: top-dose activity change, negative = cytotoxicity, hits mostly inhibitors; 390,000 tested, 0.16% active; further: potency means the concentration at half of the fitted maximal effect; on the % scale 0 is the no-effect control and ±100 the full control effect
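A549 ARE_Fluc cells in 5% FBS OPTI-MEM were exposed to compounds in concentration-response for 18-24 h at 37 deg C. Viability was read by CellTiter-Fluor fluorescence (Ex 405/Em 525) after 30 min, before the luciferase read.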
Nrf2 block = Nrf2 qHTS screen for inhibitors. 360,000 tested, 2.1% active. AID 504444, 2011. Potency, µM (doses to about 46 µM), without a hit: at the top dose activity change, negative = inhibition, actives largely listed as inhibitors. A549 ARE-Fluc reporter, luciferase luminescence, 18-24 h; further: potency means the concentration at half of the fitted maximal effect; on the % scale 0 is the no-effect control and ±100 the full control effect; nearly all actives have a fitted effect of over 60% in size
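Quantitative HTS in A549 cells stably bearing an antioxidant response element-firefly luciferase construct. Inhibition of Nrf2-driven transcription was scored by luminescence after 18-24 h of compound exposure at 37 °C.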
TGFb SMAD3 inh = qHTS for Inhibitors of TGF-b | HepG2 CAGA-GFP TGF-b/SMAD3 reporter, GFP fluorescence, 18 h; TGF-beta stimulated, 500 pg/mL final | 410,000 tested, 1.2% active | Potency, µM (series often up to 46.1 µM), for the others: at the top dose activity, negative = inhibition, usual class: inhibitors; further: potency means the concentration at half of the fitted maximal effect; on the % scale 0 is the no-effect control and ±100 the full control effect; nearly all actives have a fitted effect of over 65% in size
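Cell-based qHTS in HEPG2 carrying a CAGA-GFP Smad reporter; compounds added before 500 pg/mL final TGF-beta, 18 h incubation at 37 degrees C, GFP fluorescence quantified per cell by imaging cytometry.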
CCT modulator = High-Throughput Screening for Modulators of Cytosolic Chaperonin Activity; purified chaperonin ATPase assay, HTRF ADP detection, 30 min; activity change, % (test concentration not listed), hits read low; 360,000 tested, 0.3% active; AID 651819, 2012; in the data active means activity change below about -30%; further: on the % scale 0 is the no-effect control and ±100 the full control effect
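Nucleotide hydrolysis assay: TRiC at 20–40 nM final (set by batch activity) with 10 uM ATP, 30 min at 37 °C, in presence of 76 uM compound. Detection by competitive ADP HTRF, 30 min ambient.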
Nrf2 activator = qHTS of Nrf2 Activators; AREc32 ARE-luciferase reporter (MCF7-derived line), luminescence, 24 h; Potency, µM (highest dose often 46.1 µM), for the others: top-dose activation, most hits filed as activators; 410,000 tested, 0.31% active; AID 624171, 2012; further: potency means the concentration at half of the fitted maximal effect; % of control where 0% means no effect; nearly all actives have a fitted effect of over 65% in size
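Quantitative high-throughput format: AREc32 reporter cells, 1000 per well, received compound by pin transfer and were incubated 24 hr at 37 deg C, 5% CO2, before Steady-Glo luminescence detection.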
The depositor's hits bear a star; i = inactive; ? = inconclusive; . = no result given; & = joins results of further samples; [ ] = remark or other dose. Unless noted, the call rests on the fitted dose curve; in most records, active means well fitted curve in the direction sought with a large enough effect; inconclusive means small, poorly fitted or top-dose-only effect, or another doubt; inactive means no such curve, though single readings can be large; an effect the other way counts as inactive or inconclusive.

1) CCN1C(=O)[C@@H]2[C@@H](c3ccc(-c4cccc(Cl)c4)cc3)N3CCC[C@@]3(C(=O)OC)[C@@H]2C1=O
2) CCOC(=O)c1c(-c2ccccc2)csc1NC(=O)CSc1nc(N)cc(N)n1
3) Cc1nc(-c2ccccc2)nc2sc(C(=O)c3ccc(F)cc3)c(N)c12
4) CC(=O)Nc1cc(-c2ccc(C(=O)N3CCOCC3)cc2)cn2c(-c3ccc(F)cc3)cnc12
5) CCN(CC)CCNC(=S)Nc1ccc(F)cc1
6) Cc1ccc(C)c(N2CCN(C(=O)CCc3nc(-c4ccc(F)cc4)no3)CC2)c1
7) CCOC(=O)Cc1csc(NC(=O)C(C)Oc2ccc3c(C)cc(=O)oc3c2)n1 (stereo not given)
8) COc1ccc(-c2onc(C)c2C)cc1S(=O)(=O)N1CCN(c2ccc(Cl)cc2)CC1
Compound | 1 | 2 | 3 | 4 | 5 | 6 | 7 | 8
Akt phos inh | i | i | i | i | i | i | i | .
Abeta yeast res | -20% | 3% | 8% | -15% | 5% | ? | -14% | 0%
HepG2 tox | -31% | 0% | 3% | -21% | 1% | -15% | -19% | 0%
MmCpn inh | -5% | -2% | 0% | . | 4% | 1% | 0% | .
A549 viability | -6% | 0% | 0% | . | 0% | 2% | 11% | -8%
Nrf2 block | ? | -59% | -2% | . | -4% | -6% | -24% | ?
TGFb SMAD3 inh | -13% | ? | -28% | 14% | -1% | ? | -7% | 0%
CCT modulator | -0.6 | 0.6 | -0.3 | -1.8 | 0.4 | -0.7 | 0.2 | .
Nrf2 activator | 4.8% | -0.3% | 11% | 3.6% | 0.9% | 0.2% | 0.4% | -1.0%

9) O=C(COC(=O)c1ccc(Cl)nc1)Nc1cccnc1Cl
10) CCN(CC)S(=O)(=O)c1ccc(NC(=O)Cc2cccs2)cc1
11) CN1OC[C@@H]2CN(S(=O)(=O)c3ccccc3)[C@H](c3ccc(-n4ccnc4)cc3)C[C@@H]21
12) CC(C)NC(=S)N1CCN(C(c2ccccc2)c2ccccc2)CC1
13) CNc1snc(C)c1C(=O)OCC(=O)c1ccc(OC)c(F)c1
14) C=CCn1c(-c2csc3ccccc23)n[nH]c1=S
15) CCOC(=O)c1cnc2sc3c(n2c1=O)CCCC3
16) CC1(C)Cc2ccccc2C(N/N=C/c2cccc(F)c2)=N1
Compound | 9 | 10 | 11 | 12 | 13 | 14 | 15 | 16
Akt phos inh | i | i | i | i | i | i | i | i
Abeta yeast res | 25% | -12% | -18% | 7% | 17% | 4% | -15% | -14%
HepG2 tox | 1% | -4% | -6% | -6% | -16% | 15% | -1% | -1%
MmCpn inh | -2% | 1% | . | 0% | 0% | 1% | -3% | 2%
A549 viability | -8% | -5% | . | 0% | -4% | 0% | ? | -7%
Nrf2 block | -8% | 3% | . | 13% | 11% | 1% | ? | 5%
TGFb SMAD3 inh | -3% | -3% | -10% | 3% | -7% | -8% | 4% | 14%
CCT modulator | -0.7 | -0.6 | 0.2 | 0.4 | 0.3 | -2.1 | -0.9 | 1.1
Nrf2 activator | 0.2% | 0.0% | 0.0% | -0.5% | 5.4% | -0.7% | 3.7% | 0.3%

17) CCCn1c(=O)c(C(=O)NNS(=O)(=O)c2ccc(C)cc2)c(O)c2ccccc21
18) CCCN(CC(=O)Nc1ccccc1C)C(=O)c1sc2ccccc2c1Cl
19) O=C(NCc1ccc(F)cc1)c1c2c(nc3ccccc13)CCN(Cc1ccccc1)C2
20) CN(C)S(=O)(=O)c1ccc(C(=O)NCC(C)(C)N2CCOCC2)cc1
21) Cc1ccc(C)c(Nc2nnc(-c3ccc(C)c(S(=O)(=O)N4CCCCC4)c3)c3ccccc23)c1
22) O=C(CCc1ccccc1)Nc1nncs1
23) Cc1cccc(Cl)c1OCCCN1CCOCC1
24) CCc1ccc(NC(=O)C2CCCN(S(=O)(=O)c3cccnc3)C2)cc1 (stereo not given)
Compound | 17 | 18 | 19 | 20 | 21 | 22 | 23 | 24
Akt phos inh | i | i | i | i | . | i | i | i
Abeta yeast res | -11% | -2% | -1% | -2% | -13% | -9% | 8% | 3%
HepG2 tox | -18% | -19% | 14% | 12% | -43% | -5% | 11% | -18%
MmCpn inh | 1% | 0% | 3% | 1% | . | -8% | -2% | 0%
A549 viability | -8% | 1% | -4% | 14% | -1% | 2% | 0% | 7%
Nrf2 block | ? | -10% | 8% | 26% | 13% | -19% | 4% | 0%
TGFb SMAD3 inh | ? | -2% | 0% | -3% | -18% | 11% | 2% | -1%
CCT modulator | -0.4 | -1.1 | -2.0 | -2.4 | . | 0.8 | -4.4 | 0.0
Nrf2 activator | -0.2% | -0.3% | 0.2% | -0.2% | 2.4% | 0.5% | 0.2% | 0.1%

25) CCc1ccc(NC(=O)CSc2nc(C)cc(COC)c2C#N)cc1
26) CCC1COCCS(=O)(=O)N1Cc1ccc(Cl)cc1 (stereo not given)
27) COc1ccc(C(=O)CSc2nnc(C(CO)NC(=O)c3ccc(OC)cc3)n2C)cc1 (stereo not given)
28) S=C(CN1CCCC1=S)N1CCOCC1
29) O=C(COC(=O)CNC(=O)c1cccc([N+](=O)[O-])c1)Nc1nc2ccccc2s1
30) Cc1ccc(NC2CCCN(C(=O)c3ccc4nccnc4c3)C2)cc1C (stereo not given)
31) CCCn1c(NCc2ccco2)nc2ccccc21
32) COc1ccc(Cl)cc1NC(=S)N1CC(C)OC(C)C1 (stereo not given)
Compound | 25 | 26 | 27 | 28 | 29 | 30 | 31 | 32
Akt phos inh | . | i | i | i | i | i | i | i
Abeta yeast res | -15% | 1% | 8% | -12% | 20% | -15% | 7% | 11%
HepG2 tox | -15% | -5%&-12% | 10% | -7% | -4% | 2% | 0% | -1%
MmCpn inh | . | 2% | 0% | . | 0% | 5% | 2% | 0%
A549 viability | 8% | -9% | -10% | 5% | 0% | -3% | 10% | -4%
Nrf2 block | -15% | ? | 5% | 1% | 24% | 1% | -21% | 6%
TGFb SMAD3 inh | 2% | ? | -24% | -14% | -2% | 1% | -15% | 5%
CCT modulator | . | -2.1 | -0.2 | -2.3 | 2.7 | -2.4 | -1.2 | -2.0
Nrf2 activator | -0.8% | 0.1% | -0.2% | -0.5% | -0.3% | -0.4% | 4.7% | 5.0%

33) C=CCOc1cccc(C(=O)N(C)C2CCCN(Cc3ccccc3F)C2)c1 (stereo not given)
34) COC(=O)CSc1nnc(COc2ccc3ccccc3c2)o1
35) O=C1c2ccccc2-c2nc3ccccc3nc21
36) O=C(NC(=S)N1CCN(c2ccc(Cl)cc2[N+](=O)[O-])CC1)c1ccco1
37) Cc1c(C(=O)C(=O)NCCCn2ccnc2)c2ccccc2n1C
38) COc1ccc(OC)c(N(C(=O)c2ccco2)C(C(=O)NC2CCCC2)c2ccc(N3CCOCC3)cc2)c1 (stereo not given)
39) COc1ccc(N(Cc2ccccc2)S(=O)(=O)c2cccc(C(=O)Nc3ccccn3)c2)cc1
40) Cc1ccc(CN2CCN(CCCn3cnc4c(OCc5ccccc5)ncnc43)CC2)cc1
41) Cc1onc(-c2ccc(Br)cc2)c1C(=O)Nc1ccc(Br)cc1F
42) CN(CC(=O)Nc1ccc(Cl)c(Cl)c1)C(=O)CN1C(=O)NC2(CCCC2)C1=O
Compound | 33 | 34 | 35 | 36 | 37 | 38 | 39 | 40 | 41 | 42
Akt phos inh | i | i | i | i | i | i | i | i | . | i
Abeta yeast res | 5% | 0% | -35%[inhibitor] | 7% | -8% | 1% | -9% | -6% | -2% | 2%
HepG2 tox | -23% | 11% | 2% | -7% | 5% | -31% | -9% | -35% | -5% | 0%
MmCpn inh | . | 0% | -4% | 3% | 0% | 0% | 0% | . | . | -3%
A549 viability | ? | 0% | -6% | -11% | 5% | -11% | -12% | ? | ? | -3%
Nrf2 block | -4% | -16% | ? | 2% | 7% | 3% | -4% | ? | . | -11%
TGFb SMAD3 inh | -18% | 2% | -8% | 7% | 5% | -7% | -13% | ? | -6% | -12%
CCT modulator | -0.6 | -2.9 | 0.5 | 2.7 | 0.2 | -1.2 | -1.1 | -4.0 | . | 1.2
Nrf2 activator | -0.1% | 0.0% | 15% | -0.6% | 0.1% | -0.4% | -0.5% | 8.8% | 5.6% | 0.6%

5 of the compounds above, with values under each structure.
Order of values – Akt phos inh, Abeta yeast res, HepG2 tox, MmCpn inh, A549 viability, Nrf2 block, TGFb SMAD3 inh, CCT modulator, Nrf2 activator
(37) Cc1c(C(=O)C(=O)NCCCn2ccnc2)c2ccccc2n1C
 : i, -8%, 5%, 0%, 5%, 7%, 5%, 0.2, 0.1%
(35) O=C1c2ccccc2-c2nc3ccccc3nc21
 : i, -35%[inhibitor], 2%, -4%, -6%, ?, -8%, 0.5, 15%
(33) C=CCOc1cccc(C(=O)N(C)C2CCCN(Cc3ccccc3F)C2)c1 (stereo not given)
 : i, 5%, -23%, ., ?, -4%, -18%, -0.6, -0.1%
(41) Cc1onc(-c2ccc(Br)cc2)c1C(=O)Nc1ccc(Br)cc1F
 : ., -2%, -5%, ., ?, ., -6%, ., 5.6%
(36) O=C(NC(=S)N1CCN(c2ccc(Cl)cc2[N+](=O)[O-])CC1)c1ccco1
 : i, 7%, -7%, 3%, -11%, 2%, 7%, 2.7, -0.6%

Source: PubChem BioAssay (National Center for Advancing Translational Sciences (NCATS))
